Tau fluor cs = counter-screen for tau fibril formation inhibitors. tau K18 P301L Alexa594 fluorescence, heparin fibrillization. Potency, µM (doses to about 57.7 µM), without a hit: at the top dose activity change, negative = decrease. 280,000 compounds, 0.93% hits. AID 1463; further: on the % scale 0 is the no-effect control and ±100 the full control effect; nearly all actives have a fitted effect of over 55% in size
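Human K18 P301L tau (15 uM unlabeled plus 0.24 uM Alexa 594-labeled, final) in 100 mM sodium acetate pH 7 was mixed with compound and 20 uM heparin and incubated 6 hr at 37 C.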
Tau fibril ThT = blocks human tau fibril formation measured by thioflavin T | 270,000 compounds, 2.1% hits | P10636 | Potency, µM (series often up to 57.4 µM), inactives show top-dose activity, negative = inhibition, most hits filed as inhibitors | recombinant tau K18 P301L (four-repeat tau fragment), heparin-induced fibrillization, ThT fluorescence; further: on the % scale 0 is the no-effect control and ±100 the full control effect; nearly all actives have a fitted effect of over 55% in size
Target sequence (P10636 561-689 P618L limits assumed): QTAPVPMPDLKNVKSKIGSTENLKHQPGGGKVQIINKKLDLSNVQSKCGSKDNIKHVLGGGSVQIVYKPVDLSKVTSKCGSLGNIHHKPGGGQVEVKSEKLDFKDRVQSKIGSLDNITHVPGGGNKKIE
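In this qHTS, human K18 P301L tau is incubated with compound and heparin for 6 hr at 37 C, and Thioflavin T fluorescence then reports fibril load.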
Tau fibril FP = tau fibrillization inhibition (FP). Potency, µM (top dose mostly 57.7 µM), for the others: at the top dose activity, negative = inhibition, usual class: inhibitors. 280,000 compounds, 0.39% hits. AID 1468. K18 P301L tau heparin fibrillization, Alexa594 FP, 6 h; further: on the % scale 0 is the no-effect control and ±100 the full control effect; nearly all actives have a fitted effect of over 55% in size
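Read-out: fluorescence polarization of Alexa 594-labeled tau (0.24 uM), 555 nm excitation, 632 nm emission. Mixtures held 15 uM unlabeled K18 P301L, compound and 20 uM heparin, pH 7 acetate buffer, incubated 6 hr at 37 C.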
TR SRC2 fluor cs = counter-screen for TRb-SRC2 inhibitors: fluorescence interference; AID 1479; 280,000 compounds, 0.29% hits; TRb/SRC2 Texas Red total fluorescence interference; Potency, µM (doses to about 106 µM), for the others: top-dose fluorescence change, negative = quenching; active means well fitted curve in either direction with a large enough effect; inconclusive means small, poorly fitted or top-dose-only effect; further: on the % scale 0 is the no-effect control and ±100 the full control effect
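Human TRβ ligand-binding domain (0.6 uM) and Texas Red SRC2 peptide (20 nM) in Tris buffer with 1 uM T3 and 5% DMSO were incubated with pinned compound for 5 hr at ambient temperature. Total fluorescence was computed as S + 2P (555/632 nm).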
TRb SRC2 PPI = inhibitors of human thyroid hormone receptor beta-SRC2 interaction | TRbeta-SRC2 peptide binding, fluorescence polarization; receptor liganded with 1 µM T3 | AID 1469 | Potency, µM (highest dose often 106 µM), for inactives: at the highest dose activity change, negative = inhibition, actives largely listed as inhibitors | 280,000 compounds, 0.065% hits;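 further: plate controls were bound peptide for no effect and peptide without receptor for full effect; nearly all actives have a fitted effect of over 50% in size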
Target sequence (P10828 whole entry, looked up): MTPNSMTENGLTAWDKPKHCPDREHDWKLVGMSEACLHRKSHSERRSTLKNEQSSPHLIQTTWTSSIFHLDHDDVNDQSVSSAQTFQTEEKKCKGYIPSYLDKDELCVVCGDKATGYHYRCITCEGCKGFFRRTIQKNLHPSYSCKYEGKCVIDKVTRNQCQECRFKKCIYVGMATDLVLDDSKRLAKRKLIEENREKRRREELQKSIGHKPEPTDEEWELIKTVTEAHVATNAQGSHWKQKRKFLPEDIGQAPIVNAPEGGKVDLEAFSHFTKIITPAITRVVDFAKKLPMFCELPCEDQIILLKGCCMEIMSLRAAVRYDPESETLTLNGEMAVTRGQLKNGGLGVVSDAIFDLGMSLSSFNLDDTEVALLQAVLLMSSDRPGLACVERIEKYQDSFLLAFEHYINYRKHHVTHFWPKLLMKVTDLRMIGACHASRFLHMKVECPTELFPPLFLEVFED
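Quantitative HTS by FP: 0.6 uM TRb LBD, 20 nM labeled SRC2 20-mer, 1 uM T3, 5% DMSO; 5 hr ambient incubation; % activity per concentration and potencies from concentration series.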
L3MBTL1 inh = blocks human L3MBTL1 | Potency, µM (highest dose often 57.1 µM), without a hit: at the highest dose activity, negative = inhibition, most hits filed as inhibitors | AlphaScreen L3MBTL1–H3K9me1 peptide binding | Q9Y468 | 230,000 compounds, 0.66% hits; further: on the % scale 0 is the no-effect control and ±100 the full control effect; nearly all actives have a fitted effect of over 60% in size
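AlphaScreen proximity signal between nickel-chelate acceptor and streptavidin donor beads (final 10 ug/mL) reports binding of 50 nM L3MBTL1 to 75 nM biotin-H3 K9me1 peptide; complex incubated with compounds 30 min at room temperature; cefsulodin titration as control.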
RECQ1 inh = inhibitors of human RECQ1 DNA helicase; 240,000 compounds, 0.54% hits; RECQ1 DNA unwinding, red fluorescence kinetic read; Potency, µM (doses to about 57.3 µM), for the others: top-dose activity, negative = inhibition, most hits filed as inhibitors; P46063;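 further: plate controls were vehicle for no effect and no enzyme for full effect; nearly all actives have a fitted effect of over 30% in size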
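RECQ1T1 50 nM; forked duplex (20 bp + 30-nt ss tails) 200 nM, ATP 2 mM final; pH 8.0, 2 mM MgCl2, 2.5 ug/ml poly(dI-dC); 15 min compound preincubation; discontinuous kinetic read over 2 h at RT.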
HTT ATP protect = cytoprotection in Huntington HTT-Q103 PC12 cell model; PC12 HTT-Q103 induced, cytoprotection, ATP luminescence, 40 h; 230,000 compounds, 0.14% hits; Potency, µM (series often up to 56.4 µM), for the others: cytoprotection (ATP increase), hits mostly activators;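 further: % of control where 0% means no effect; nearly all actives have a fitted effect of over 45% in size; toxic huntingtin expression switched on by the ecdysone agonist tebufenozide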
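Huntington model: PC12 line, ecdysone-inducible HTTQ103 exon1–GFP, tebufenozide 100 nM. Test articles in a dose series. Endpoint luminescence from cellular ATP.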
An asterisk follows results filed as active; i = inactive; ? = inconclusive; / = not tested or not shown; [ ] = dose if it differs, or a comment. Unless noted, the call rests on the fitted dose curve; in most records, active means well fitted curve in the direction sought with a large enough effect; inconclusive means small, poorly fitted or top-dose-only effect, or another doubt; inactive means no such curve, though single readings can be large; an effect the other way counts as inactive or inconclusive. Potency means the concentration at half of the fitted maximal effect. The list is partial; rates above refer to the full screens.

Compound	Tau fluor cs	Tau fibril ThT	Tau fibril FP	TR SRC2 fluor cs	TRb SRC2 PPI	L3MBTL1 inh	RECQ1 inh	HTT ATP protect
CCC(C)C(=O)Nc1ccc(OC)cc1[N+](=O)[O-] (centres undefined)	3%	2%	14%	1%	0%	-1%	-5%	22%[10 µM]
CCN(CC)S(=O)(=O)c1ccc(NC(=O)c2cc3ccc4cccnc4c3[nH]2)cc1	-29%	?	?	1%	-1%	/	/	/
NC[C@@H]1O[C@H](O[C@@H]2[C@H](O[C@@H]3O[C@H](CO)[C@@H](O)[C@@H]3O)[C@@H](O)[C@@H](N)C[C@H]2N)[C@@H](N)[C@H](O)[C@@H]1O	/	/	/	0%[53 µM]	4%[53 µM]	/	-4%[25.9 µM]	-7%[40.3 µM]
CCN(CC)CCCNC(=O)c1nn(-c2ccc(OC)c(Cl)c2)c(=O)c2c1c1ccccc1n2C	-18%	-2%	-13%	0%	1%	/	/	/
COc1ccc(-c2ncccc2O)cc1	-7%	-1%	6%	2%	3%	/	1%	4%[10 µM]
O=C(Cc1nc(=O)c2ccccc2s1)Nc1ccccc1	-27%	-10%	?	-1%	-5%	-2%	?	-36%
CC1(C)CC(=O)CC2(C1)NCC(c1ccccc1Cl)c1c2[nH]c2ccccc12 (centres undefined)	?	?	16%	1%	-6%	5%	-5%	-24%
Cc1noc(C)c1S(=O)(=O)Nc1ccc(C(=O)NCc2ccccc2)cc1	-5%	-5%	-8%	0%	-1%	2%	i	-20%
CC1=C(C(=O)OCc2ccc3c(c2)OCO3)C(c2cccc([N+](=O)[O-])c2)NC(=O)N1 (centres undefined)	-6%	-2%	-8%	-1%	6%	-2%	-4%	-13%
CCCCOC(=O)c1ccc(N2C(=O)CC(N3CCN(C/C=C/c4ccccc4)CC3)C2=O)cc1 (centres undefined)	-13%	?	3%	-2%	0%	/	-8%	-25%
C/C=C/C(=O)NCCc1ccc(OC)c(OC)c1	-5%	-12%	-3%	-1%	8%	/	-1%	-38%[inhibitor]
COc1ccc(CN2CCCC(C(=O)c3ccc(Cl)cc3)C2)cc1Cn1cncn1 (centres undefined)	-3%	-6%	0%	-1%[53 µM]	4%[53 µM]	-4%	i	18%[10 µM]
COc1ccc(OC)c2sc(N(Cc3cccnc3)C(=O)c3ccco3)nc12	-15%	-5%	-9%	-1%	3%	/	/	/
CC(C)c1ccc(NC(=O)c2cc(S(=O)(=O)NCc3ccccc3Cl)ccc2F)cc1	?	-1%	?	-2%	2%	/	/	/
Clc1ccccc1Cc1noc(CN2CCSCC2)n1	5%	1%	0%	1%	-8%	12%	i	28%[10 µM]
CCOC(=O)c1ccc(N2C(=O)c3n[nH]c(C)c3C2c2ccc(O)c(OC)c2)cc1 (centres undefined)	?	?	-16%	-1%	-6%	/	/	/
Cc1csc(NC(=O)CSc2nc(C)nc3c2c(=O)n(C)c(=O)n3C)n1	-9%	-16%	-7%	2%	0%	0%	2%	12%[10 µM]
COc1ccc(N2CCN(C(CNS(=O)(=O)c3ccc4c(c3)OCCO4)c3ccco3)CC2)cc1 (centres undefined)	-5%	-2%	2%	-5%	-7%	-17%	-5%	-17%[10 µM]
Cc1cc(NC(=O)CCNS(=O)(=O)c2ccc3c(c2)oc(=O)n3C)ccc1Br	-22%	-5%	-12%	1%	6%	/	/	/
COc1ccc(/C=C/C(=O)O)cc1S(=O)(=O)NCc1ccco1	-19%	-15%	-11%	-2%	-2%	0%	-6%	4%[10 µM]
CCN1CCN(c2cc(=O)n(C3CCCCC3)c(=O)[nH]2)CC1	2%	2%	-3%	2%	4%	-15%	13%	0%
NC(=O)CSc1nnc(CNc2cccc(Cl)c2)n1CCc1ccccc1	-14%	-7%	2%	1%	-1%	0%	-2%	-18%[10 µM]
CCOC(=O)c1c(C)[nH]c(C)c1S(=O)(=O)N1CCC(C(=O)Nc2ccccc2CC)CC1	-10%	1%	-9%	1%	-10%	/	/	/
CCOC(=O)C(NC(=O)Nc1cccc(C)n1)(OCC(F)(F)F)C(F)(F)F (centres undefined)	-2%	-11%	-8%	0%	2%	1%	0%	-3%
CCCC(C(=O)NC1CCCC1)N(C(=O)Cn1nnc(-c2ccc(C)o2)n1)c1ccccc1OC (centres undefined)	1%	-8%	5%	-2%	-1%	-3%	-10%	-1%[10 µM]
CCOc1ccc(Nc2nc3c(S(=O)(=O)c4ccc(C(C)C)cc4)nnn3c3ccsc23)cc1	?	8%	-9%	-1%	-1%	/	/	/
CCCc1nnc(NS(=O)(=O)c2ccc(OC)cc2)s1	-8%	-7%	2%	0%	-5%	4%	-4%	6%[10 µM]
COc1ccc(NC(=O)Cn2c(=O)n(-c3ccc(C)cc3)c(=O)c3c2cnn3C)cc1	-13%	-2%	-2%	0%	-10%	/	/	/
Cc1cccc(-c2nc(CS(=O)CC(=O)N3CCc4ccccc4C3)c(C)o2)c1 (centres undefined)	-10%	?	-13%	5%	2%	-3%	-4%	-11%
C=CCN(C)CCCNC(=O)/C=N/O	0%	9%	8%	0%	7%	-4%	-2%	6%[10 µM]
CC(=O)OCC(=O)Nc1ccc([N+](=O)[O-])cc1Cl	-5%	-2%	-23%	-6%	-3%	-2%	-4%	-27%
O=C(c1ccc2c3c(cccc13)CC2)N1CCOCC1	2%	3%	3%	1%	6%	-5%	-9%	-12%

Continued, starting with the last 2 of the part before.
Compound	Tau fluor cs	Tau fibril ThT	Tau fibril FP	TR SRC2 fluor cs	TRb SRC2 PPI	L3MBTL1 inh	RECQ1 inh	HTT ATP protect
CC(=O)OCC(=O)Nc1ccc([N+](=O)[O-])cc1Cl	-5%	-2%	-23%	-6%	-3%	-2%	-4%	-27%
O=C(c1ccc2c3c(cccc13)CC2)N1CCOCC1	2%	3%	3%	1%	6%	-5%	-9%	-12%
O=C(Cn1cnc2c(nnn2Cc2ccccc2F)c1=O)NCC1CCCO1 (centres undefined)	0%	6%	6%	-1%	9%	16%[11.4 µM]	8%	-11%[10 µM]
CCCc1cc(=O)oc2cc3oc(C)c(C)c3cc12	-9%	?	-3%	-1%	-2%	1%	i	-11%
CC1(C)CC(=O)C2=C(C1)OC(N)=C(C#N)C2c1ccc(OC(=O)N2CCOCC2)cc1 (centres undefined)	1%	-5%	1%	0%	-8%	-3%	i	4%
Cc1no[n+]([O-])c1COc1ccc(/C=N/n2nnnc2N)cc1	-11%	-2%	-7%	-1%	2%	9%	-5%	/
C=CCOc1c(CNc2cccc(C(=O)O)c2)cccc1OC	1%	-4%	3%	3%	2%	/	9%	?
CC1=C(C)CC(C(=O)NCC(=O)c2ccccc2)C(C(=O)O)C1 (centres undefined)	-8%	-12%	2%	3%	-3%	/	5%	-13%
CC12CCC(C(=O)N3CCOCC3)([C@H](Br)C1=O)C2(C)C (some centres undefined)	-3%	-5%	8%	0%	-3%	7%	3%	38%[10 µM]
O=C(NNC(=O)C12CC3CC(CC(C3)C1)C2)[C@@H]1C[C@H]1c1ccccc1	-4%	-4%	10%	0%	1%	/	-16%	-21%

Two records drawn at random from the list so far, as already listed:
Compound	Tau fluor cs	Tau fibril ThT	Tau fibril FP	TR SRC2 fluor cs	TRb SRC2 PPI	L3MBTL1 inh	RECQ1 inh	HTT ATP protect
Cc1no[n+]([O-])c1COc1ccc(/C=N/n2nnnc2N)cc1	-11%	-2%	-7%	-1%	2%	9%	-5%	/
CC12CCC(C(=O)N3CCOCC3)([C@H](Br)C1=O)C2(C)C (some centres undefined)	-3%	-5%	8%	0%	-3%	7%	3%	38%[10 µM]

The listing continues.
Compound	Tau fluor cs	Tau fibril ThT	Tau fibril FP	TR SRC2 fluor cs	TRb SRC2 PPI	L3MBTL1 inh	RECQ1 inh	HTT ATP protect
CCCC(C)NC(=O)c1ccc(OCc2ccc(Cl)cc2)c(OC)c1 (centres undefined)	-1%	-5%	-5%	-1%	6%	7%	-6%	6%[10 µM]
Clc1ncnc2scc(-c3ccccc3)c12	-2%	-10%	7%	2%	1%	1%	-6%	25%[10 µM]
CCOC(=O)c1nnn(-c2nonc2-n2cccc2)c1CCl	-2%	?	1%	2%	1%	-1%	-1%	-1%
CCN1CCN(CCC(=O)Nc2ccccc2OC)CC1	-6%	-4%	0%	-1%	-2%	3%	-8%	-9%
Cc1noc(C)c1C(=O)N1CCN(S(=O)(=O)c2cccc(Cl)c2Cl)CC1	8%	7%	-1%	0%	7%	8%	9%	14%[10 µM]
CCc1ccccc1NC(=O)c1nnn(CC(=O)Nc2cccc(C)c2)c1N	-20%	-15%	-13%	-3%	0%	3%	-7%	-10%
C(=N\Nc1nc(N2CCCCC2)nc(N2CCCCC2)n1)/c1c[nH]c2ccccc12	?	?	5%	1%	3%	?	15%	-5%[10 µM]
CCc1ccc(-c2nnn(CCC(=O)OC)n2)cc1	4%	12%	-5%	1%	3%	2%	-4%	21%
Cc1c(C(=O)OCCOc2ccccc2)[nH]c2c1C(=O)CC(c1ccccc1Cl)C2 (centres undefined)	-29%	-6%	?	-1%	6%	/	/	/
C=CCC(O)(C#Cc1ccccc1)c1ccccc1 (centres undefined)	-3%	0%	2%	-1%	-1%	/	-3%	-12%
CCCOc1ccc(N2C(=O)CC(NCCc3ccc(S(N)(=O)=O)cc3)C2=O)cc1 (centres undefined)	-8%	-15%	0%	1%	6%	/	-7%	-5%[10 µM]
Cc1ccccc1NC(=S)NCC1CCC(CNC(=S)Nc2ccccc2C)CC1 (centres undefined)	?	-19%	4%	1%	-1%	42%[activator]	-11%	10%[10 µM]
COc1ccc(S(=O)(=O)N2CCCN(CC(=O)Nc3ccc(OC)c(Cl)c3)CC2)cc1	-29%	?	-3%	-6%	-8%	-14%	9%	-15%
COc1ccc(NC(=O)c2ccc(COc3ccc(C)cc3)o2)cc1	-14%	-5%	-1%	-5%	1%	0%	4%	4%[10 µM]
